Screening data: PubChem BioAssay, National Center for Advancing Translational Sciences (NCATS)
HepG2 tox: counter-screen for TGF-b inhibitors: cytotoxicity in HepG2 cells | HepG2 CAGA-GFP viability, ATP luminescence, 18 h | Potency, µM (highest dose often 46.1 µM), inactives show at the top dose activity change, negative = cytotoxicity, most hits filed as cytotoxic | 410,000 tested, 0.76% active; further: some results filed as inactive show a strong effect at the top dose
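HepG2 CAGA-GFP cells (1000/well, DMEM with 1% FBS) received compound, then TGF-beta at 500 pg/mL final, and were incubated 18 hours at 37 degrees C. Viability was read by CellTiter-Glo luminescence. Media-only wells were set as complete cell-killing and DMSO as no toxicity.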
EPAC2 antag: antagonists of human EPAC2; EPAC2 GEF exchange of Rap1B-BODIPY-GDP, fluorescence; 360,000 tested, 0.18% active; Potency, µM (series often up to 114 µM), for the others: top-dose activity, negative = inhibition, usual class: inhibitors; Q8WZA2; further: on the % scale 0 is the no-effect control and ±100 the full control effect; nearly all actives have a fitted effect of over 45% in size; many of its hits are not listed in these tables
Target sequence (Q8WZA2 whole entry, looked up): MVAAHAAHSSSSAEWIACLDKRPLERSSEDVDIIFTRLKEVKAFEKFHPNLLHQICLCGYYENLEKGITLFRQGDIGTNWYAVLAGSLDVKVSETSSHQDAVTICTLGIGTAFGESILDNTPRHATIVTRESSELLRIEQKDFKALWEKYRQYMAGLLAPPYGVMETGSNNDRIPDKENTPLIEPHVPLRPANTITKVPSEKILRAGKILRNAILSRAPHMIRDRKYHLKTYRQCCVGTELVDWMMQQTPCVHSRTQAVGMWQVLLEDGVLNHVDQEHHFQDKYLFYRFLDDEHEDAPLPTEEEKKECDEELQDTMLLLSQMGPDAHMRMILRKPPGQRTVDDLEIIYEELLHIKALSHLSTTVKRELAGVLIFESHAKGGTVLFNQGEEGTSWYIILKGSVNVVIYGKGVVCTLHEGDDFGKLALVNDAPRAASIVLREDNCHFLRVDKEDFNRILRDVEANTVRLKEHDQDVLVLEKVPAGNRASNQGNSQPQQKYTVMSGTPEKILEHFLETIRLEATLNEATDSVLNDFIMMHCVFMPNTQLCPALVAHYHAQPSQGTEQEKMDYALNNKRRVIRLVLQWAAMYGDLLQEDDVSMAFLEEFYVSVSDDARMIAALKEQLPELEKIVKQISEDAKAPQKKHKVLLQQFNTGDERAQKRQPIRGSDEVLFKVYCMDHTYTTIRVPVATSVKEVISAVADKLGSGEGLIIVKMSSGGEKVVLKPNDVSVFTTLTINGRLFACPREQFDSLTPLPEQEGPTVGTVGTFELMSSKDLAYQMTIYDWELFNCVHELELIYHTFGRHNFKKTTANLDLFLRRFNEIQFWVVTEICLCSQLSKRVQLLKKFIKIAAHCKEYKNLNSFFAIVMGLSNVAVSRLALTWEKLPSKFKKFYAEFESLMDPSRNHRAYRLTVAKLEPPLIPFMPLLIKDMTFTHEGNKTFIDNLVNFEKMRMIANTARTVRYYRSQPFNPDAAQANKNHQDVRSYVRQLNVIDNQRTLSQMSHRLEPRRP
TGFb inhibitor: TGF-b pathway inhibition; HepG2 CAGA-GFP TGF-b/SMAD3 reporter, GFP fluorescence, 18 h; TGF-beta stimulated, 500 pg/mL final; 410,000 tested, 1.2% active; Potency, µM (series often up to 46.1 µM), without a hit: at the highest dose activity, negative = inhibition, actives largely listed as inhibitors; further: on the % scale 0 is the no-effect control and ±100 the full control effect; nearly all actives have a fitted effect of over 65% in size
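First, reporter cells (HEPG2 CAGA-GFP) rested 2 h at 37 degrees C. Next, compounds were pinned in and TGF-beta added to 500 pg/mL final. After 18 h, GFP was imaged per cell and summed per well.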
MCF10A rerep: induces DNA re-replication in MCF 10a normal breast cells. MCF 10A DNA re-replication, Hoechst nuclear intensity, 48 h. Potency, µM (titrated, usually from 46.1 µM), inactives show at the highest dose activity, positive = re-replication, most hits filed as activators. 350,000 tested, 2.9% active; further: % of control where 0% means no effect; nearly all actives have a fitted effect of over 50% in size
ATXN2 expr inh: reduces ATXN2 reporter expression in HEK-293 cells | HEK-293 ATXN2-luciferase reporter, luminescence, 24 h | Potency, µM (titrated, usually from 57 µM), for inactives: at the highest dose activity change, negative = inhibition, usual class: inhibitors | 360,000 tested, 0.72% active; further: on the % scale 0 is the no-effect control and ±100 the full control effect; nearly all actives have a fitted effect of over 55% in size
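qHTS (up to 57 uM final) was run with 24 h compound exposure of reporter cells at 37 °C. Each well was multiplexed: SteadyGlo luminescence measured ATXN2-luciferase expression after a fluorogenic Gly-Phe-AFC viability readout (25 uM final).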
S2 tox: reduces viability in counter-screen for ATXN expression inhibitors; S2 cells (HEK-293 line with an ATXN2-luciferase reporter) viability, CellTiter-Fluor protease fluorescence, 24 h; Potency, µM (series often up to 56.7 µM), usual class: cytotoxic; 400,000 tested, 0.49% active; further: nearly all actives have a fitted effect of over 40% in size
Nrf2 inh: inhibitors of Nrf2 signaling; A549 ARE-Fluc reporter, luciferase luminescence, 18-24 h; 360,000 tested, 2.1% active; Potency, µM (highest dose often 46 µM), for the others: at the highest dose activity change, negative = inhibition, actives largely listed as inhibitors; further: on the % scale 0 is the no-effect control and ±100 the full control effect; nearly all actives have a fitted effect of over 60% in size
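Concentration-response testing used A549 ARE_Fluc cells at 5000 cells/well. Following an 18-24 h compound incubation, viability was read by fluorescence (Ex 405/Em 525) and luciferase output by luminescence.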
A549 tox: A549 cytotoxicity, counter-screen for Nrf2 inhibitors; A549 ARE-Fluc cells, CellTiter-Fluor viability, 18-24 h; Potency, µM (highest dose often 46 µM), for the others: at the highest dose activity change, negative = cytotoxicity, most hits filed as inhibitors; AID 504648; 390,000 tested, 0.16% active; further: on the % scale 0 is the no-effect control and ±100 the full control effect
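A549 ARE-Fluc cells in 5% FBS OPTI-MEM, 5000 cells/well, rested 2 h then exposed to compounds in concentration-response for 18-24 h at 37 °C. Viability by CellTiter-Fluor fluorescence (Ex 405/Em 525) after 30 min; luciferase luminescence (BugLite, 15 min, RT) read afterwards.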
Nrf2 ARE act: activates Nrf2 signaling; 410,000 tested, 0.31% active; Potency, µM (series often up to 46.1 µM), for the others: at the top dose activation, hits mostly activators; AID 624171; AREc32 ARE-luciferase reporter (MCF7-derived line), luminescence, 24 h; further: % of control where 0% means no effect; nearly all actives have a fitted effect of over 65% in size
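Cells of the AREc32 ARE-luciferase line are plated in OPTI-MEM containing 5% FBS and left overnight at 37 deg C. Compounds are pinned in, incubation continues 24 hr, and firefly luciferase signal is then measured.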
* hit, by the source's call; i = inactive; ? = inconclusive; / = not tested or not shown; & = joins results of further samples; [ ] = remark or other dose. The call rests on the fitted dose curve; in most records, active means well fitted curve in the direction sought with a large enough effect; inconclusive means small, poorly fitted or top-dose-only effect, or another doubt; inactive means no such curve, though single readings can be large; an effect the other way counts as inactive or inconclusive. Potency means the concentration at half of the fitted maximal effect.

[1] CC1CCCN(CC(O)COc2ccc(Cl)cc2)C1 (configuration not stated)
[2] O=C(NC1CCCC1)c1ccc(COc2ccccc2Br)o1
[3] O=C(Nc1ccc2c(c1)OCO2)c1ccc2c(c1)OCO2
[4] COc1ccccc1NC(=O)CSc1nc(-c2ccc(C)cc2)nc2c1Cc1c(CO)cnc(C)c1O2
[5] COc1ccc(S(=O)(=O)N(CC(=O)NCCSc2ccc(C)cc2)c2ccc(C)cc2)cc1
[6] O=C(Nc1nccs1)C1CC=CCC1C(=O)OCC(F)(F)C(F)F (configuration not stated)
[7] CC(=O)Nc1cccc(C(=O)OCc2csc(CC(=O)Nc3ccccc3C)n2)c1
[8] C=CCNS(=O)(=O)c1ccc(OC)c(C)c1

assay / compound	1	2	3	4	5	6	7	8
ATXN2 expr inh	6%	?	0%	6%	6%	/	-6%	1%
EPAC2 antag	-3%	-9%	0%	/	/	1%	-3%	14%
HepG2 tox	1%	-18%	-57%	-1%	-15%	-3%	-6%	5%
S2 tox	i	i	i	i	i	i	i	i
A549 tox	-2%	-22%	-3%	4%	0%	0%	-6%	-6%
Nrf2 ARE act	0.0%	0.3%	-0.4%	-0.1%	-0.7%	-1.6%	0.9%	-0.6%
MCF10A rerep	-2%	-6%	0%	/	/	?	10%	-14%
TGFb inhibitor	7%	-3%	-5%	31%	0%	1%	0%	37%[activator]
Nrf2 inh	1%	?	?	?	-18%	4%	-16%	4%

[9] CCc1nc2ccccc2n1CC(=O)Nc1cc(C)on1
[10] CC(C)c1nc2cc(Cl)ccc2n(Cc2ccccc2)c1=O
[11] N#CC(C#N)=C1C=CC=CN1/C(=C\c1ccccc1Cl)C(=O)c1ccccc1
[12] Cc1ccc(CCNC(=O)c2ccc(NC3=NC4CS(=O)(=O)CC4S3)cc2)cc1 (configuration not stated)
[13] O=C(CNC(=O)c1cccc(F)c1)N/N=C/c1ccc([N+](=O)[O-])s1
[14] COc1ccc(C(=O)N/N=C(\Cc2ncc[nH]2)c2ccccc2)cc1
[15] Cc1ccc(N2CCN(S(=O)(=O)c3cccc4ccccc34)CC2)cc1Cl
[16] COc1ccc2cc(/C=N/NC(=O)c3ccc(CN(c4cccc(Cl)c4Cl)S(C)(=O)=O)cc3)c(Cl)nc2c1

assay / compound	9	10	11	12	13	14	15	16
ATXN2 expr inh	-7%	0%	13µM*	8%	/	-31%	-7%	-8%
EPAC2 antag	-14%	?	-6%	3%	1%[57.1 µM]	1%	/	-7%
HepG2 tox	-11%	-14%	7.1µM*	4%	-126%	-5%	-53%	8%
S2 tox	i	i	?	i	?	i	i	i
A549 tox	10%	-2%	-3%	4%	-10%	-8%	1%	-10%
Nrf2 ARE act	0.0%	-0.2%	11%	0.3%	-0.3%	-0.4%	-1.8%	1.6%
MCF10A rerep	3%	?	6.5µM*	16%	?	?	/	?
TGFb inhibitor	0%	-1%	3.2µM*	-1%	?	-2%	?	?
Nrf2 inh	-10%	?	?	32%	?	?	-4%	?

One compound at a time, as listed above. Order of values: ATXN2 expr inh	EPAC2 antag	HepG2 tox	S2 tox	A549 tox	Nrf2 ARE act	MCF10A rerep	TGFb inhibitor	Nrf2 inh
O=C(Nc1nccs1)C1CC=CCC1C(=O)OCC(F)(F)C(F)F (configuration not stated) as listed: /	1%	-3%	i	0%	-1.6%	?	1%	4%
C=CCNS(=O)(=O)c1ccc(OC)c(C)c1 as listed: 1%	14%	5%	i	-6%	-0.6%	-14%	37%[activator]	4%
COc1ccc2cc(/C=N/NC(=O)c3ccc(CN(c4cccc(Cl)c4Cl)S(C)(=O)=O)cc3)c(Cl)nc2c1 as listed: -8%	-7%	8%	i	-10%	1.6%	?	?	?
COc1ccccc1NC(=O)CSc1nc(-c2ccc(C)cc2)nc2c1Cc1c(CO)cnc(C)c1O2 as listed: 6%	/	-1%	i	4%	-0.1%	/	31%	?

Other results:
[17] O=S(=O)(c1ccccc1)N(Cc1cccc(F)c1)c1ccccc1
[18] COc1ccc(C(=O)N2CCCC(Nc3ccc(C(C)C)cc3)C2)c(OC)n1 (configuration not stated)
[19] Cc1noc(C)c1COC(=O)Cc1ccc(Cl)c(Cl)c1
[20] CCN(C(=O)CCc1nc(-c2ccc(C)cc2)no1)c1cc(C)ccc1C
[21] Cc1c(C(N)=O)sc2ncn(CC(=O)N(C)C3CCCCC3)c(=O)c12
[22] COc1cc(Cl)c(C)cc1Nc1ncccn1
[23] C/C(=N\O)c1ccc2[nH]ccc2c1
[24] OCC1OC(n2cnc3ccccc32)CC1O (configuration not stated)

assay / compound	17	18	19	20	21	22	23	24
ATXN2 expr inh	-15%	7%	5%	-20%	-3%	-9%	23%	/
EPAC2 antag	6%	-4%	-2%	/	14%	0%	-8%	5%
HepG2 tox	-14%	-2%	-19%	-27%	-1%	-15%	5%	-10%
S2 tox	i	i	i	i	i	i	i	i
A549 tox	22%	-1%	5%	-10%	-5%	0%	-1%	-6%
Nrf2 ARE act	0.1%	0.0%	-0.2%	3.7%	-0.4%	13%	1.1%	-0.9%
MCF10A rerep	2%	13%	-1%	/	-18%	-4%	1%	-2%
TGFb inhibitor	-32%	4%	-2%	?	3%	3%	-10%	-13%
Nrf2 inh	-10%	12%	?	?	-19%	-1%	?	-8%

Next part, starting with the last 4 of the part before.
[21] Cc1c(C(N)=O)sc2ncn(CC(=O)N(C)C3CCCCC3)c(=O)c12
[22] COc1cc(Cl)c(C)cc1Nc1ncccn1
[23] C/C(=N\O)c1ccc2[nH]ccc2c1
[24] OCC1OC(n2cnc3ccccc32)CC1O (configuration not stated)
[25] N#C/C(=C/c1ccc(-c2ccc(S(=O)(=O)N3CCOCC3)cc2)o1)C(=O)NC1CC1
[26] OC[C@H]1O[C@@H](n2cnc3c(NC4CCCC4)ncnc32)[C@H](O)[C@@H]1O
[27] O=S(=O)(c1ccc(N2CCC(c3ccc(Cl)cc3)=N2)cc1)N(CCO)CCO
[28] CCOC(=O)[C@@H]1[C@H]2COc3cc(OC)ccc3[C@@H]2N2C(=O)N(c3ccc(Br)cc3)C(=O)[C@]12C
[29] Cc1cc(NCCN(C)C)n2nc(-c3cccs3)cc2n1
[30] CCn1c(CSCc2ccc(C)cc2)n[nH]c1=S
[31] COCCCNC(=O)c1ccc(Cn2c(SCc3ccc(F)cc3)nc3cccnc32)cc1
[32] O=C1OCC2=C1C(c1ccccc1)CC(=O)N2c1ccc(F)cc1 (configuration not stated)

assay / compound	21	22	23	24	25	26	27	28	29	30	31	32
ATXN2 expr inh	-3%	-9%	23%	/	0%	18%	-27%	-11%	-18%	/	/	4%
EPAC2 antag	14%	0%	-8%	5%	-7%	6%	2%	-11%	-7%	-8%	/	0%
HepG2 tox	-1%	-15%	5%	-10%	0%	4%	20µM*	-12%	2%	-8%	-42%	5%
S2 tox	i	i	i	i	i	i	/	i	?	i	/	i
A549 tox	-5%	0%	-1%	-6%	0%	-2%	23%	7%	-4%	-4%	2%	1%
Nrf2 ARE act	-0.4%	13%	1.1%	-0.9%	3.9%	0.3%	6.0%	0.2%	0.2%	0.2%	3.6%	3.0%
MCF10A rerep	-18%	-4%	1%	-2%	?	1%&0%	?	17%	10%	3%	/	-7%
TGFb inhibitor	3%	3%	-10%	-13%	3%	27%	?	-2%	-4%	6%	4%	-1%
Nrf2 inh	-19%	-1%	?	-8%	-9%	-16%	?	8%	-1%	-19%	?	-1%

[33] COc1ccc(S(=O)(=O)N2CCC(c3nc4ccccc4[nH]3)CC2)cc1
[34] CCCC[C@@H]1CC2=C(C(=O)OC(C)(C)O2)[C@@H](c2ccc(Cl)cc2)O1
[35] COc1ccc(OC)c(Nc2nc(N)c([N+](=O)[O-])c(N3CCOCC3)n2)c1
[36] Cc1ccc(S(=O)(=O)O)c(C)c1N1CCCC1=O
[37] Cc1cc(NC(=O)COC(=O)C2CCC2)no1
[38] CCc1ccccc1N1CSC2=C(C#N)C(c3ccccc3F)CC(=O)N2C1 (configuration not stated)
[39] O=C1CSC(c2cccc([N+](=O)[O-])c2)N1CCN1CCCCC1 (configuration not stated)
[40] CCCC(=O)N1CCc2cc(OC)c(OC)cc2C1c1cc2cc3c(cc2[nH]c1=O)OCO3 (configuration not stated)
[41] O=C(O)c1cccc(Sc2cc(Cl)ccc2C(=O)O)c1
[42] CC(=O)c1c(C)[nH]c(C(=O)CN2CCN(S(=O)(=O)c3ccccc3[N+](=O)[O-])CC2)c1C
[43] Cc1ccc(Cn2c(SCc3cccnc3)nc3c2c(=O)n(C)c(=O)n3C)cc1

assay / compound	33	34	35	36	37	38	39	40	41	42	43
ATXN2 expr inh	-20%	-14%	/	7%	/	-6%	/	13%	11%	-21%	-6%
EPAC2 antag	17%	-9%	-9%	12%	2%	-7%	-11%	0%	13%	-5%	0%
HepG2 tox	5%	/	-35%	-5%	18%	-33%	0%	-1%	1%	-9%	-23%
S2 tox	i	i	i	i	i	i	i	i	i	i	i
A549 tox	2%	/	4%	-2%	-7%	2%	2%	3%	7%	-8%	4%
Nrf2 ARE act	3.6%	-0.2%	4.9%	0.1%	-0.6%	0.6%	-0.3%	0.3%	-0.1%	3.2%	0.4%
MCF10A rerep	0%	/	?	-182%[0.0737 µM]	-9%	7%	-3%	?	9%	-5%	?
TGFb inhibitor	-6%	/	36%[activator]	2%	-3%	-9%	-11%	-2%	-2%	-31%	8%
Nrf2 inh	?	/	-18%	-6%	1%	-5%	4%	-2%	-3%	21µM*	-3%

Some of the compounds tested; rates above refer to the full screens.
